Source: PubChem
G9a inh = qHTS Assay for Inhibitors of Histone Lysine Methyltransferase G9a | AID 504332, 2011 | Potency, µM (doses to about 102 µM), for inactives: top-dose activity, negative = inhibition, most hits filed as inhibitors | 350,000 tested, 8.8% active | G9a H3K9 monomethylation, AlphaScreen, 2 h; further: on the % scale 0 is the no-effect control and ±100 the full control effect; nearly all actives have a fitted effect of over 75% in size
Target sequence (Q96KQ7 913-1193 limits assumed): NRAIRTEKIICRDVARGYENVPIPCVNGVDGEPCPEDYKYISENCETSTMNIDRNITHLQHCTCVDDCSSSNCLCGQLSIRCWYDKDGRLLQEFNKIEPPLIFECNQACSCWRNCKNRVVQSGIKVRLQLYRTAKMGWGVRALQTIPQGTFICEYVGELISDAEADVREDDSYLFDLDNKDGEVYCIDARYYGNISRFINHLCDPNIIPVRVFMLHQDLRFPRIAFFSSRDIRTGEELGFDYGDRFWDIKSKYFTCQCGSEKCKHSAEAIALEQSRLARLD
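G9a (20 nM) preincubated 15 min RT with compounds, then 500 nM biotinylated H3K9 peptide and 20 uM SAM added; 2 h RT reaction. Monomethyl-H3K9 product detected by AlphaScreen with anti-H3K9me1 antibody, streptavidin donor and anti-rabbit IgG acceptor beads.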
APE1 inh = qHTS Assay for Inhibitors of the Human Apurinic/apyrimidinic Endonuclease 1 (APE1); Potency, µM (doses to about 65.8 µM), inactives show top-dose activity change, negative = inhibition, hits mostly inhibitors; DNA repair nuclease/redox regulator APEX1 (Homo sapiens), P27695; 350,000 tested, 0.35% active; recombinant APE1, TAMRA/BHQ-2 abasic DNA cleavage fluorescence;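 further: plate controls were vehicle for no effect and reference inhibitor for full effect; nearly all actives have a fitted effect of over 55% in size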
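APE1 at 0.75 nM preincubated 15 min at room temperature with compound. Reaction then started with 50 nM double-stranded THF-abasic substrate labelled with TAMRA/BHQ-2, and 525/598 nm fluorescence read kinetically. Activity taken as third-minus-first read difference, normalized to DMSO and NSC13755 controls.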
Pol iota inh = qHTS for Inhibitors of Polymerase Iota; Pol iota fluorescent replication assay, 10 min; Potency, µM (highest dose often 115 µM), without a hit: at the top dose activity, negative = inhibition, usual class: inhibitors; 390,000 tested, 1% active; AID 588590, 2011
Target sequence (Q9UNA4 whole entry, looked up): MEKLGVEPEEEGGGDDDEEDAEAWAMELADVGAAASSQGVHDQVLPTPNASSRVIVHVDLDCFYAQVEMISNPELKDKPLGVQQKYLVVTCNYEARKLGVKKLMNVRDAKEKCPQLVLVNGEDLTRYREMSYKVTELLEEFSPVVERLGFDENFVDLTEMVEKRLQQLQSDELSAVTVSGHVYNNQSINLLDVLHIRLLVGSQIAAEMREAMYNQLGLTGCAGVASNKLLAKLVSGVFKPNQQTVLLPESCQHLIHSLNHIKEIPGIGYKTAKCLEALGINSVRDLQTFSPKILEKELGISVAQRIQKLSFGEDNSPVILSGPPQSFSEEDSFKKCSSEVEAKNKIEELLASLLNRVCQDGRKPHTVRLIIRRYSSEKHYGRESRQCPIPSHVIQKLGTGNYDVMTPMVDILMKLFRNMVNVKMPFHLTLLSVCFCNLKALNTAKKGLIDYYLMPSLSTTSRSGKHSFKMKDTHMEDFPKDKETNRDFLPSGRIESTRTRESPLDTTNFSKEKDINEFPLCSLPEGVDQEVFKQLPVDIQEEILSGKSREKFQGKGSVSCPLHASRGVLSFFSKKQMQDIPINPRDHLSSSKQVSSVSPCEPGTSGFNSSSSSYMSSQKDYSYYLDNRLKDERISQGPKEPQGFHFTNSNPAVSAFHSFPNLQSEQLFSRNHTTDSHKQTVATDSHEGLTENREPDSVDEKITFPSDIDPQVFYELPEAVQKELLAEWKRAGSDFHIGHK
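Pol iota at 10 nM preincubated 15 min with compounds at room temperature; reaction started with fluorescent substrate, 50 nM final. Fluorescence read kinetically at 0 and 10 min; buffer-only wells as negative control.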
POLB inh = qHTS Assay for Inhibitors of DNA Polymerase Beta; P06746; Pol beta primer extension/strand displacement, fluorescence kinetic; Potency, µM (titrated, usually from 114 µM), for inactives: top-dose activity change, negative = inhibition, most hits filed as inhibitors; 340,000 tested, 1.3% active; further: on the % scale 0 is the no-effect control and ±100 the full control effect
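Pol beta (10 nM) and compounds were preincubated 15 min at room temperature, then 50 nM substrate (final) started primer extension/strand displacement. Reads were taken at 0 and 10 min; concentration-response data were fitted to a four-parameter Hill equation.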
Apoferritin bind = qHTS Assay for Identification of Novel General Anesthetics. Ferritin light chain (Equus caballus), P02791. apoferritin/1-aminoanthracene competitive binding, fluorescence. Potency, µM (titrated, usually from 77.5 µM), for the others: at the highest dose activity change, negative = displacement, most hits filed as inhibitors. 350,000 tested, 0.074% active. AID 485281, 2010; further: on the % scale 0 is the no-effect control and ±100 the full control effect; nearly all actives have a fitted effect of over 20% in size
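Read-out: endpoint 1-AMA fluorescence, excitation 380 nm and emission 535 nm, after compounds sit 10 min at room temperature with 10 uM horse-spleen apoferritin in 50% saturated 1-AMA/PBS. Values come from four-parameter Hill fits.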
POLK inh = qHTS for Inhibitors of Polymerase Kappa; purified Pol kappa, fluorescent DNA synthesis assay, 10 min; Potency, µM (titrated, usually from 107 µM), inactives show top-dose activity, negative = inhibition, most hits filed as inhibitors; 400,000 tested, 0.53% active; AID 588579, 2011; further: on the % scale 0 is the no-effect control and ±100 the full control effect
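Kinetic fluorescence screen: compound preincubated 15 min RT with 10 nM enzyme; 50 nM substrate (final) initiates; reads at 0/10 min.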
BLM inh = qHTS Assay for Inhibitors of Bloom's syndrome helicase (BLM) | RecQ-like DNA helicase BLM (Homo sapiens), P54132 | recombinant BLM DNA unwinding, fluorescence dequenching | Potency, µM (highest dose often 56.1 µM), for inactives: at the highest dose activity change, negative = inhibition, actives largely listed as inhibitors | 350,000 tested, 0.2% active | AID 2528, 2010;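 further: plate controls were vehicle for no effect and no enzyme for full effect; nearly all actives have a fitted effect of over 35% in size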
Pol eta inh = qHTS for Inhibitors of Polymerase Eta | DNA polymerase eta (Homo sapiens), Q9Y253 | recombinant Pol eta, fluorescent DNA replication assay | Potency, µM (titrated, usually from 114 µM), inactives show at the top dose activity change, negative = inhibition, hits mostly inhibitors | 390,000 tested, 1.2% active; further: on the % scale 0 is the no-effect control and ±100 the full control effect
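Fluorescent replication assay: 50 nM final substrate added after a 15 min room-temperature compound preincubation with 10 nM enzyme. Signal taken at 0 min and again at 10 min.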
BAZ2B inh = qHTS Assay for Inhibitors of BAZ2B; Bromodomain adjacent to zinc finger domain protein 2B (Homo sapiens), Q9UIF8; AlphaScreen BAZ2B-H3K14Ac peptide displacement; Potency, µM (top dose mostly 114 µM), for the others: at the top dose activity change, negative = inhibition, actives largely listed as inhibitors; 360,000 tested, 4.4% active; AID 504333, 2011; further: on the % scale 0 is the no-effect control and ±100 the full control effect; nearly all actives have a fitted effect of over 60% in size
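BAZ2B 50 nM plus b-H3(5-23)K14Ac 50 nM, PBS pH 7.4/0.01% Tween-20, 30 min RT; compound added (max 110 uM), 30 min RT; streptavidin donor/Ni-chelate acceptor beads 10 ug/mL final, 20 min dark; AlphaScreen read.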
Active calls of the source: *; ? = inconclusive; / = not tested or not shown; & = joins results of further samples; [ ] = another dose, or the depositor's remark. The call rests on the fitted dose curve; in most records, active means well fitted curve in the direction sought with a large enough effect; inconclusive means small, poorly fitted or top-dose-only effect, or another doubt; inactive means no such curve, though single readings can be large; an effect the other way counts as inactive or inconclusive. Potency means the concentration at half of the fitted maximal effect. The list is partial; the hit share may differ from the screen's.

SMILES	G9a inh	APE1 inh	Pol iota inh	POLB inh	Apoferritin bind	POLK inh	BLM inh	Pol eta inh	BAZ2B inh
Cc1cc(OC(C)C(=O)NCC(O)c2ccccc2)c2c(C)cc(=O)oc2c1 (stereo unspecified)	3%	-3%	-3%	51%	-5%	-1%	0%	9%	-12%
CCc1ccc(NC(=O)Cn2c(=O)c(-c3ccccc3NC(C)=O)nc3ccccc32)cc1	5%[59 µM]	/	-1%	?	-12%	-9%	-4%	-18%	1%
COc1ccccc1C(=O)COC(=O)c1ccc(Cl)nc1	-17%[12.7 µM]	14%	2%	/	/	-4%	/	-14%	53%[activator]
Clc1ccc(-c2cc3ccccc3nc2N2CCCC2)cc1	316%[activator][59 µM]	-6%	1%	-2%	6%	-17%	-4%	-6%	237%[activator]
NC(=O)CC(NC(=O)c1ccccc1)c1ccc(NCc2ccc(F)cc2)c([N+](=O)[O-])c1 (stereo unspecified)	?	-9%	-13%	-1%	?	-23%	-6%	-5%	-26%
CCCCCC(=O)Nc1ccc(S(=O)(=O)Nc2ccc(Cl)nn2)cc1	3%[59 µM]	5%	-9%	18%	-2%	?	2%	5%	-2%
CCCCN(C)C(=O)CCCCn1c(=O)[nH]c2cc(OCC)c(OCC)cc2c1=O	5%[59 µM]	-4%	19%	7%	-23%	-2%	0%	-11%	-3%
C=CCn1c(SCC(=O)NC2CCCC2)nnc1-c1ccncc1	10%	31%	11%	0%	0%	-8%	-2%	-15%	-12%
CCOC(=O)c1sc(-c2ccccc2)cc1NC(=O)c1ccc(S(=O)(=O)N(CCOC)CCOC)cc1	-9%[59 µM]	2%	19%	26%	-5%	-23%	7%	0%	0%
Cc1cc(OC(C)C(=O)N(Cc2ccco2)Cc2ccccc2F)cc(C)c1Cl (stereo unspecified)	28%[59 µM]	/	-2%	18%	143%[activator]	-4%	-4%	-5%	29%
CCCCC/C=C/C1=CC(=O)C[C@H](c2ccc(OC)cc2)C1	4%[0.501 µM]	-8%	10%	/	/	-7%	/	-14%	27%
CCCCC(=O)NCCNC(=O)c1cc(OCC(F)(F)F)ccc1OCC(F)(F)F	-49%[59 µM]	1%	-6%	25%	-5%	-4%	-5%	-10%	5%

A draw from above in order of number of heavy atoms, largest number first:
SMILES	G9a inh	APE1 inh	Pol iota inh	POLB inh	Apoferritin bind	POLK inh	BLM inh	Pol eta inh	BAZ2B inh
NC(=O)CC(NC(=O)c1ccccc1)c1ccc(NCc2ccc(F)cc2)c([N+](=O)[O-])c1 (stereo unspecified)	?	-9%	-13%	-1%	?	-23%	-6%	-5%	-26%
CCCCCC(=O)Nc1ccc(S(=O)(=O)Nc2ccc(Cl)nn2)cc1	3%[59 µM]	5%	-9%	18%	-2%	?	2%	5%	-2%
Clc1ccc(-c2cc3ccccc3nc2N2CCCC2)cc1	316%[activator][59 µM]	-6%	1%	-2%	6%	-17%	-4%	-6%	237%[activator]

Following part.
SMILES	G9a inh	APE1 inh	Pol iota inh	POLB inh	Apoferritin bind	POLK inh	BLM inh	Pol eta inh	BAZ2B inh
COc1cc2cc(CN(CCN3CCCC3)C(=O)Nc3ccccc3Cl)c(=O)[nH]c2cc1OC	50µM*	1%	15%	5%	-12%	-15%	1%	-8%	2%
COc1ccccc1NC(=O)CSc1nc2ccccc2c(=O)n1CCNC(C)=O	25%[59 µM]	-5%	-1%	2%	-12%	-9%	1%	-23%	9%
O=C(Nc1c(C(=O)N2CCN(c3ccccc3F)CC2)oc2ccccc12)c1ccc(Br)o1	-46%[59 µM]	/	17%	-20%	-3%	0%	0%	-4%	-15%
Cc1ccc2c(c1)c1c3n2CCCNC3CCC1 (stereo unspecified)	4%[59 µM]	-4%	2%	3%	-14%	-5%	-9%	-16%	?
CCn1cc(C(=O)NCCCN(CC(C)C)CC(C)C)c(=O)c2cc(S(=O)(=O)N3CCc4ccccc4C3)ccc21	-28%[59 µM]	/	0%	38%	-3%	9%	-2%	-1%	/
O=C1Nc2ccccc2C1=Nc1ccc(Br)cc1	-11%	38%	-11%	-4%	-24%	-15%	-12%	-12%	-36%
Cc1ccc(NC(=O)c2nc(S(C)(=O)=O)ncc2N(Cc2ccco2)Cc2ccccc2F)c(C)c1	-2%[59 µM]	/	21%	7%	-12%	-12%	-3%	-8%	-8%
CCOC(=O)c1cccc(NC(=O)CC(c2ccc(F)cc2)N2Cc3ccccc3C2=O)c1 (stereo unspecified)	-10%[59 µM]	/	6%	-12%	-4%	-5%	-1%	-11%	1%
O=C(O)CN(CC(=O)O)CC(=O)O	/	5%	?	/	/	-4%	/	0%	/
CCCOc1ccc(CNC(=O)C(C)n2nc(C)n3c(cc4occc43)c2=O)cc1 (stereo unspecified)	11%[59 µM]	/	5%	?	-14%	-18%	-4%	/	-4%
Cc1cccc(C)c1NC(=O)C1CCCN1S(=O)(=O)c1ccccc1 (stereo unspecified)	22%	34%[activator]	7%&5%	27%&-25%	0%&5%	2%	-2%&-8%	-27%&-7%	3%&-4%
Cc1ccc(C)c(OC(=O)CSc2nnc(-c3cccs3)o2)c1	-32%[59 µM]	/	32%[activator]	0%	-1%	-14%	-2%	-19%	-3%
Cn1cnc(S(=O)(=O)N2CCN(c3ccc(Cl)cc3)CC2)c1	/	-13%	2%	6%	1%	11%	1%	2%	0%
CCn1cc(CCC(=O)NCCN2CCOCC2)c2ccccc21	2%	51%[activator]	113%[activator]	?	1%	-3%	-1%	3%	0%
COc1ccc(C(=O)CN2C(=O)c3ccccc3S2(=O)=O)cc1	-3%	?	-5%	10%	-16%	0%	-1%	-10%	1%
O=C(CCl)NN1C(=O)NC(c2ccccc2)(c2ccccc2)C1=O	3%	27%	89%[activator]	-14%	8%	-6%	2%	-24%	0%
Cc1cc(C(=O)N/N=C/c2cc(Br)c(Br)o2)n[nH]1	10µM*	16%	14µM*	45µM*	-4%	79µM*	-8%	18µM*	-26%
COCCCN(C(=O)Cc1coc2cc(C)c(C)cc12)c1c(N)n(Cc2ccccc2)c(=O)[nH]c1=O	7%	-14%	43%[activator]	/	/	-11%	/	-17%	4%
CCCC1C(=O)N2C(N(C)C)=Nc3ccc(C)cc3N2C1=O (stereo unspecified)	3.5µM*	22%	13%	/	/	10%	/	-17%	?
COc1ccc(NC(=O)N2CCCC(C(=O)Nc3cccc(C)c3C)C2)cc1 (stereo unspecified)	13%	1%	1%	61%	-1%	-8%	-6%	-14%	-3%
Cc1nn(CCOc2ccccc2)c(=O)n1-c1ccc(F)cc1	14%[59 µM]	-2%	-6%	9%	-15%	-2%	-3%	-14%	-7%
CC1CCC/C(=N/Nc2nc3ccccc3s2)C1 (stereo unspecified)	-7%	0%	20%	-3%	-21%	-9%[60.1 µM]	-4%	-21%	?
Cc1ccc(NC(=O)CC2NCCNC2=O)cc1Cl (stereo unspecified)	/	-16%	-5%	4%	-5%	-1%	3%	0%	-22%
COc1ccc(-c2cc(C3C4C=CCCC4(C)C(=O)N3Cc3ccccc3)ccc2F)cc1OC (stereo unspecified)	/	-3%	-10%	/	39%[activator]	-10%	-6%	/	/

Sorted by the number under Pol iota inh (high to low): 4 of the compounds above
SMILES,Pol iota inh
COc1cc2cc(CN(CCN3CCCC3)C(=O)Nc3ccccc3Cl)c(=O)[nH]c2cc1OC,15%
CCCC1C(=O)N2C(N(C)C)=Nc3ccc(C)cc3N2C1=O (stereo unspecified),13%
CCCCC/C=C/C1=CC(=O)C[C@H](c2ccc(OC)cc2)C1,10%
Cc1ccc(NC(=O)CC2NCCNC2=O)cc1Cl (stereo unspecified),-5%

Further records:
SMILES	G9a inh	APE1 inh	Pol iota inh	POLB inh	Apoferritin bind	POLK inh	BLM inh	Pol eta inh	BAZ2B inh
Cc1cc(Br)ccc1OCc1nc(-c2cccnc2)no1	-23%	-3%	28%	-8%	1%	-7%	-7%	2%	-4%
COc1cc(C(=O)Nc2ccc3c(c2)OCO3)ccc1-n1cnnn1	-1%[59 µM]	1%	7%	-10%	-6%	-11%	-4%	-1%	8%
CCOC(=O)c1c(NC(=O)CSc2nncs2)sc(C)c1C	10µM*	-2%	-4%	41%	-16%	-6%	-1%	-6%	?
Cc1noc(C)c1CSc1nnc(-c2ccccc2)n1Cc1ccco1	-49%[59 µM]	0%	8%	-16%	-13%	-7%	0%	-6%	/
CN(C)/C=C/C(=O)c1ccc([N+](=O)[O-])c(CS(=O)(=O)c2ccc(Cl)cc2)c1	4%	9%	-6%	-18%	-3%	-12%	-12%	-20%	-28%
Cc1csc(NC(=O)CSc2nc3nc(C)cc(C)n3n2)n1	11%[12.7 µM]	11%	14%	/	/	-7%	/	0%	2%
O=C(NNC1CC(=O)N(c2ccccc2)C1=O)c1ccc(COc2ccccc2Cl)o1 (stereo unspecified)	13%[59 µM]	7%	-18%	0%	-19%	-6%	-1%	-2%	-29%
C=CC[C@@H](CC(=O)N(CCO)Cc1ccccc1)C(=O)N[C@@H](C)COC(=O)[C@@H](CC=C)Cc1ccc(F)cc1	/	-6%	23%	/	/	-10%	/	-22%	/
COCCNC(=O)[C@@]1(C)C=C[C@@H](Cc2ccccc2)N1C(=O)c1ccccc1	?	11%&-8%	22%	31%	-11%&-7%	-21%	-1%&-3%	-1%	-32%
CCC(=O)N1CCc2cc(Br)cc(S(=O)(=O)Nc3ccc(C)cc3C)c21	-3%[59 µM]	/	-12%	?	-15%	-2%[60.1 µM]	-4%	-18%	-1%
C=CCNC(=O)CC1C(=O)NCCN1Cc1c(F)cccc1Cl (stereo unspecified)	24%	-1%	-12%	?	-5%	-4%	-1%	-13%	-4%
CCCCN(CC)Cc1ccc(CNC(=S)Nc2cccc(F)c2)o1	?	28%	38%[activator]	-23%	-8%	-2%	3%	-17%	-31%
CSC1=C(C#N)C(c2ccncc2)C(C(=O)Nc2ccccc2)=C(C)N1 (stereo unspecified)	25µM*	1%	6%	-4%	-11%	-4%	-3%	-21%	-14%
